Screening data (PubChem)
S3 lipid droplet: qHTS Assay for Lipid Storage Modulators in Drosophila S3 Cells. lipid storage change, negative = inhibition, % at the top dose, mostly 46.1 µM; hits show Potency in µM. 320,000 compounds, 0.64% hits. Drosophila S3 cells, BODIPY lipid droplet fluorescence, 18-24 h; cells fed with added oleic acid; active = well fitted inhibition curve with a large enough effect in the signal ratio, with a control signal flat, not every such curve was filed as active; inconclusive = small, poorly fitted or top-dose-only effect, or effect the other way, or a change in a side signal; the % refers to the signal ratio
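Laser-scanning cytometry quantifies lipid droplet accumulation (500–530 nm total intensity; droplet/cell object ratio) in oleic acid-fed (400 uM added) Drosophila S3 cells treated with a concentration series. 20 uM Triacsin C defined 100% inhibition.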
S3 lipid droplet cell count max: further read-out of S3 lipid droplet, marked with its call; cell number change, %; measured here: cell count max response;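 cells counted by Cell Tracker Red CMTPX staining in the red channel; peak over a dose series mostly up to 46.1 µM; percent activity relative to internal control wells on each plate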
Numbers without * were called inactive. % is set by controls: 0 for no effect and ±100 for the full control effect; potency is the fitted concentration of half-maximal effect. The list is partial. The share of hits here may be higher or lower than overall.

For CCN1CCN(CC(O)COc2ccc3c(c2)CCC3)CC1 (stereo unspecified) the results were S3 lipid droplet inconclusive.
For Clc1ccccc1N=C1NN=C(c2cccs2)CS1 the results were S3 lipid droplet 1% and S3 lipid droplet cell count max 0.
CC(OC(=O)Nc1cccc(Cl)c1)C(=O)O (stereo unspecified) was read as S3 lipid droplet inconclusive.
`O=C(NC1=NCCS1)C1CC(=O)N(c2ccc(F)cc2)C1` (stereo unspecified) gave S3 lipid droplet inconclusive.
O=C(Nc1cccc(Oc2ccc3c(c2)C(=O)NC3=O)c1)c1cccs1 was read as S3 lipid droplet inconclusive.
Screening Cn1cccc1C(C#N)c1ccccc1C#N (stereo unspecified) returned S3 lipid droplet inconclusive.
`CCOc1ccc(Nc2cc(C)nc(-n3nc(C)cc3C)n2)cc1` gave S3 lipid droplet inconclusive.
O=C(c1ccsc1)N1CCCC(N2CCN(c3cccc(C(F)(F)F)c3)CC2)C1 (stereo unspecified) was read as S3 lipid droplet inconclusive.
For O=C(NCc1ccc2c(c1)OCO2)c1ccc(COc2cccc(Cl)c2)o1 the results were S3 lipid droplet inconclusive.
O=S(=O)(c1ccccc1F)N1CCN(CCOc2ccccc2)CC1 was read as S3 lipid droplet -45% and S3 lipid droplet cell count max -11.

Overlap with the part before: five entries; new compounds follow.
Screening Cn1cccc1C(C#N)c1ccccc1C#N (stereo unspecified) returned S3 lipid droplet inconclusive.
`CCOc1ccc(Nc2cc(C)nc(-n3nc(C)cc3C)n2)cc1` gave S3 lipid droplet inconclusive.
O=C(c1ccsc1)N1CCCC(N2CCN(c3cccc(C(F)(F)F)c3)CC2)C1 (stereo unspecified) was read as S3 lipid droplet inconclusive.
For O=C(NCc1ccc2c(c1)OCO2)c1ccc(COc2cccc(Cl)c2)o1 the results were S3 lipid droplet inconclusive.
O=S(=O)(c1ccccc1F)N1CCN(CCOc2ccccc2)CC1 was read as S3 lipid droplet -45% and S3 lipid droplet cell count max -11.
Screening Cc1nc2ccc(Cl)cc2c(-c2ccccc2F)c1CC(=O)O returned S3 lipid droplet inconclusive.
`CCCC(=O)Nc1ccc(Br)c(Cl)c1` gave S3 lipid droplet inactive and S3 lipid droplet cell count max 0.
COc1ccc(C(=O)NNC2CC(=O)N(Cc3ccc(Cl)cc3)C2=O)cc1OC (stereo unspecified) was read as S3 lipid droplet -26% and S3 lipid droplet cell count max 1.
Screening COc1cccc(NC(=O)Nc2cc(C(=O)O)ccc2N2CC3CC(C2)c2cccc(=O)n2C3)c1 (stereo unspecified) returned S3 lipid droplet inactive and S3 lipid droplet cell count max 7.
C=CCN=C(NC#N)SCc1ccccc1Cl was read as S3 lipid droplet 17% and S3 lipid droplet cell count max -11.
COc1nnc(-c2ccc(C)c(S(=O)(=O)NC(C)C)c2)c2ccccc12 was read as S3 lipid droplet inconclusive.
`Cn1c(Cn2c(=O)sc3ccccc32)nnc1SCC(N)=O` gave S3 lipid droplet 2% and S3 lipid droplet cell count max 5.
Screening C=CCN(c1ccc(C(N)=O)cc1)S(C)(=O)=O returned S3 lipid droplet -4% and S3 lipid droplet cell count max 3.
Screening O=C(CN1CCOCC1)Nc1nc(-c2ccc(Cl)cc2)cs1 returned S3 lipid droplet 8% and S3 lipid droplet cell count max 7.
`Fc1ccc(CNn2cnnc2SCc2ccc(F)cc2)cc1` gave S3 lipid droplet 6% and S3 lipid droplet cell count max 9.
For CC(=O)c1ccc2c(c1)c1ccccc1n2CC(C)C the results were S3 lipid droplet inconclusive.
For C1=C(c2ccccc2)Nc2nnnn2C1 the results were S3 lipid droplet inactive and S3 lipid droplet cell count max -20.
For COc1cc(C(=O)NC2CC3CCCC(C2)N3Cc2ccccc2)cc(OC)c1OC (stereo unspecified) the results were S3 lipid droplet 12% and S3 lipid droplet cell count max -4.
`COC(=O)[C@@]1(Cc2ccc(F)cc2)[C@H]2c3cc(C(=O)N4CCCC4)n(CCc4ccccn4)c3C[C@H]2CN1C(=O)c1ccccc1` gave S3 lipid droplet 9% and S3 lipid droplet cell count max 15.
COc1ccc(CC(=O)NCC2(c3ccc(OC)c(OC)c3)CCCC2)cc1 was read as S3 lipid droplet 10% and S3 lipid droplet cell count max 9.
For COc1cc(OC)c(OC)cc1/C=N/n1c(COc2ccccc2)n[nH]c1=S the results were S3 lipid droplet -17% and S3 lipid droplet cell count max 7.
O=C(O)c1nn(Cc2nc3ccccc3o2)c(=O)c2ccccc12 was read as S3 lipid droplet inactive and S3 lipid droplet cell count max -1.
`Cc1ccc(C(=O)c2ccccc2C(=O)O)c(O)c1` gave S3 lipid droplet inconclusive.
For COc1ccc(C2=NN(C(=O)CSc3nc4ccccc4s3)C(c3ccc(OC)cc3)C2)cc1 (stereo unspecified) the results were S3 lipid droplet -7% and S3 lipid droplet cell count max -15.
Screening Cc1cc(C)c(N)c(C(=O)O)c1 returned S3 lipid droplet 7% and S3 lipid droplet cell count max 9.

Of the compounds above, three contain a thiophene ring, fused or not.
For Clc1ccccc1N=C1NN=C(c2cccs2)CS1 the results were S3 lipid droplet 1% and S3 lipid droplet cell count max 0.
O=C(Nc1cccc(Oc2ccc3c(c2)C(=O)NC3=O)c1)c1cccs1 was read as S3 lipid droplet inconclusive.
O=C(c1ccsc1)N1CCCC(N2CCN(c3cccc(C(F)(F)F)c3)CC2)C1 (stereo unspecified) was read as S3 lipid droplet inconclusive.

(more compounds)
`CCN(Cc1ccccc1)C(=O)CCc1nc(CN2CCN(C(=O)c3ccc([N+](=O)[O-])cc3)CC2)no1` gave S3 lipid droplet inactive and S3 lipid droplet cell count max -11.
CCO[C@H]1OC(C(=O)N2CCN(Cc3ccccc3)CC2)=C[C@@H](c2coc3ccccc3c2=O)[C@@H]1CCCO was read as S3 lipid droplet -1% and S3 lipid droplet cell count max -5.
`O=C(CN1C(=O)NC(Cc2ccccc2)(Cc2ccccc2)C1=O)NCC1CCCCC1` gave S3 lipid droplet inconclusive.
`COc1ccc(C2(CNC(=O)c3cc([N+](=O)[O-])cc([N+](=O)[O-])c3)CCCC2)cc1OC` gave S3 lipid droplet 13% and S3 lipid droplet cell count max 13.
c1ccc(COc2ccccc2CNc2nn[nH]n2)cc1 was read as S3 lipid droplet inconclusive.
`COc1ccc(-c2c(C)nn3c(N)c(C#N)cnc23)cc1OC` gave S3 lipid droplet -8% and S3 lipid droplet cell count max -9.
`Cc1ccc(S(=O)(=O)CCC(=O)c2cccc([N+](=O)[O-])c2)cc1` gave S3 lipid droplet inconclusive.
O=C(COC(=O)c1cc[n+]([O-])cc1)Nc1ccc([N+](=O)[O-])cc1Cl was read as S3 lipid droplet inconclusive.
`Cc1ccccc1-c1nc(CN2CCC(C(=O)NCCCN3CC(C)CC(C)C3)CC2)c(C)o1` (stereo unspecified) gave S3 lipid droplet 4% and S3 lipid droplet cell count max -9.
For CCOc1cc(C(=O)OCC(=O)Nc2ccc(Cl)cn2)ccc1OCC(=O)N1CCOCC1 the results were S3 lipid droplet inconclusive.
Screening Cc1cnc(C(=O)N2CCCC(C(=O)c3ccc(C(C)(C)C)cc3)C2)cn1 (stereo unspecified) returned S3 lipid droplet inconclusive.
For O=C(Cn1c(=O)n(-c2ccc(F)cc2)c(=O)c2sccc21)c1ccccc1 the results were S3 lipid droplet 8% and S3 lipid droplet cell count max -2.
Screening Cc1ccc(NC(=O)OCCNC(=O)c2ccncc2)cc1 returned S3 lipid droplet inconclusive.
Screening COCCCNC(=O)c1ccc(CSCc2ccc(C)cc2)o1 returned S3 lipid droplet inconclusive.
`Cc1ccc2c(c1)C1CN(C)CCC1N2S(=O)(=O)c1ccccc1F` (stereo unspecified) gave S3 lipid droplet inconclusive.
For Cc1ccc2[nH]c3ccccc3c(=O)c2c1 the results were S3 lipid droplet 3% and S3 lipid droplet cell count max -24.
`Cc1c(CN2CCC(C(=O)Nc3ccc(Oc4ccccc4)nc3)CC2)cnn1C` gave S3 lipid droplet inactive and S3 lipid droplet cell count max -22.
CCOc1ccc(N/C=C/C(=O)c2ccc(OC)cc2)cc1 was read as S3 lipid droplet inactive and S3 lipid droplet cell count max 3.
For CN(C)c1nc(N(C)C)nc(N(C)C)n1 the results were S3 lipid droplet -4% and S3 lipid droplet cell count max -22.
Screening CC/C(=N\OC(=O)c1ccc(OC(C)C)cc1)c1ccc(C)cc1 returned S3 lipid droplet inconclusive.
Cc1ccc(OCCCC(=O)NC2CCCCC2)cc1 was read as S3 lipid droplet -18% and S3 lipid droplet cell count max -6.
`Cc1cc(NC(=O)c2cc(-c3ccc(Br)cc3)on2)no1` gave S3 lipid droplet inconclusive.
For COCCNC(=O)Nc1ccc2nc(C)sc2c1 the results were S3 lipid droplet 3% and S3 lipid droplet cell count max 9.
For COC(=O)c1ccc2ccn(CC(=O)NC(C)C)c2c1 the results were S3 lipid droplet inconclusive.
COc1ccc(CNC(=O)C2CCN(S(=O)(=O)c3ccccc3)CC2)cc1 was read as S3 lipid droplet 23% and S3 lipid droplet cell count max 2.
For COc1ccc(OC)c(/C=C/C(=O)N2CCCc3ccccc32)c1 the results were S3 lipid droplet -2%.
Screening Oc1cccc2ccc(/C=C/c3ccccc3Cl)nc12 returned S3 lipid droplet inconclusive.
For C=CCn1c(SCc2c(Cl)cccc2Cl)nnc1-c1cccnc1 the results were S3 lipid droplet inconclusive.
For O=C(CN1C(=O)NC2(CCCC2)C1=O)Nc1ccc(F)cc1 the results were S3 lipid droplet inconclusive.
Screening CCN(CC)c1ccc(N=Cc2cc(Br)ccc2O)cc1 returned S3 lipid droplet -8% and S3 lipid droplet cell count max 7.
For CCn1c(=O)cc(OCC(=O)Nc2nc(C)cs2)c2ccccc21 the results were S3 lipid droplet inconclusive.
`CCC(C)[C@H](NC(=O)C1CCN(C(=O)[C@H](Cc2ccccc2)NC(=O)OC(C)(C)C)CC1)C(=O)O` (stereo partly specified) gave S3 lipid droplet inactive and S3 lipid droplet cell count max 8.
For CCOC(=O)c1c(C)[nH]c(N=Nc2ccccc2)c1C the results were S3 lipid droplet inconclusive.
For COc1ccc(CNC(=O)COC(=O)c2n[nH]c3ccccc23)cc1OC the results were S3 lipid droplet inconclusive.
`COc1cc(SC)ccc1C(=O)N1CCN(c2ccc(O)cc2)CC1` gave S3 lipid droplet 12% and S3 lipid droplet cell count max 22.
CCOc1ccc(S(=O)(=O)N2CCN(C(=O)c3ccncc3)CC2)cc1 was read as S3 lipid droplet -8% and S3 lipid droplet cell count max 5.
For COc1ccccc1NC(=O)c1ccc(-c2ccccc2F)o1 the results were S3 lipid droplet inconclusive.
COc1ccc(C)cc1NC(=O)C1CCN(C(=O)c2ccc(C(C)(C)C)cc2)CC1 was read as S3 lipid droplet inconclusive.
Screening CCCc1nnc(NC(=O)CCC(=O)N2CCN(S(=O)(=O)c3ccc(F)cc3)CC2)s1 returned S3 lipid droplet 7% and S3 lipid droplet cell count max 16.
For CC(/C=C/c1ccc(C)o1)=C\C(=O)O the results were S3 lipid droplet inactive and S3 lipid droplet cell count max -14.
Nn1c(SCC(=O)Nc2ccc(S(=O)(=O)N3CCCC3)cc2)nnc1C(F)(F)F was read as S3 lipid droplet inconclusive.
CC1(C)NC(=O)N(CC(O)CN2C(=O)CCC2=O)C1=O (stereo unspecified) was read as S3 lipid droplet inconclusive.
For Cc1ccc(-n2c(Cn3ncc4ccccc4c3=O)n[nH]c2=S)cc1 the results were S3 lipid droplet 10% and S3 lipid droplet cell count max 14.
COc1ccc(C)cc1S(=O)(=O)NCc1cccs1 was read as S3 lipid droplet inconclusive.
Screening Cn1c(=O)[nH]c2cc3ccccc3cc21 returned S3 lipid droplet 4% and S3 lipid droplet cell count max 3.
For O=C1N(C2CCCC2)C[C@@H]2C[C@@H](c3cccn3-c3ccccn3)N3CCC[C@@]123 the results were S3 lipid droplet -10% and S3 lipid droplet cell count max 5.
Screening NC(=O)C(c1ccccc1)c1ncc(C(F)(F)F)cc1Cl (stereo unspecified) returned S3 lipid droplet 8% and S3 lipid droplet cell count max -12.
`O=C(NC1CCN(Cc2ccc(Cl)cc2Cl)CC1)c1ccccc1` gave S3 lipid droplet 7% and S3 lipid droplet cell count max 1.
`CCOc1ccccc1NC(=O)c1cc(S(=O)(=O)N2CCN(CC)CC2)ccc1Cl` gave S3 lipid droplet inconclusive.
`CC(C)c1ccc(S(=O)(=O)N2CCN(C(=O)C3CCCC3)CC2)cc1` gave S3 lipid droplet inconclusive.
`CN(CC1CCCN(CCc2cccc(C(F)(F)F)c2)C1)C(=O)c1ccco1` (stereo unspecified) gave S3 lipid droplet inactive and S3 lipid droplet cell count max -4.
For CCOc1ccc(NC(=S)N(CCc2c(C)[nH]c3ccc(C)cc23)Cc2ccco2)cc1 the results were S3 lipid droplet 18% and S3 lipid droplet cell count max -21.
For Cc1ccc(-c2nn(-c3ccccc3)cc2C2CC(c3cccs3)=NN2C(=O)CCC(=O)O)cc1 (stereo unspecified) the results were S3 lipid droplet inconclusive.
For CCC(=O)Nc1cccc(C2=NOC3(C2)C[C@@H](C(N)=O)N(C(=O)C2(C)CC2)C3)c1 (stereo partly specified) the results were S3 lipid droplet 13% and S3 lipid droplet cell count max 3.
For Cc1ccnc(NC(=O)CCC(=O)N(CC(=O)NCCc2ccccc2)Cc2cccs2)c1 the results were S3 lipid droplet inconclusive.
